RXFP1 ag: qHTS Assay for Agonists of the Relaxin Receptor RXFP1; AID 2676, 2010; Relaxin receptor 1 (Homo sapiens), Q9HBX9; actives 0.3% (n = 370,000); Potency, µM (top dose mostly 57.5 µM), inactives show at the top dose activation, usual class: activators; HEK293T-RXFP1 cAMP TR-FRET, 30 min; response scale: percent of porcine relaxin response, buffer zero; active = well fitted activation curve with a large enough effect; inconclusive = small, poorly fitted or top-dose-only effect; also: nearly all actives have a fitted effect of over 60% in size; many of its hits are not listed in these tables
Target sequence (Q9HBX9 whole entry, looked up): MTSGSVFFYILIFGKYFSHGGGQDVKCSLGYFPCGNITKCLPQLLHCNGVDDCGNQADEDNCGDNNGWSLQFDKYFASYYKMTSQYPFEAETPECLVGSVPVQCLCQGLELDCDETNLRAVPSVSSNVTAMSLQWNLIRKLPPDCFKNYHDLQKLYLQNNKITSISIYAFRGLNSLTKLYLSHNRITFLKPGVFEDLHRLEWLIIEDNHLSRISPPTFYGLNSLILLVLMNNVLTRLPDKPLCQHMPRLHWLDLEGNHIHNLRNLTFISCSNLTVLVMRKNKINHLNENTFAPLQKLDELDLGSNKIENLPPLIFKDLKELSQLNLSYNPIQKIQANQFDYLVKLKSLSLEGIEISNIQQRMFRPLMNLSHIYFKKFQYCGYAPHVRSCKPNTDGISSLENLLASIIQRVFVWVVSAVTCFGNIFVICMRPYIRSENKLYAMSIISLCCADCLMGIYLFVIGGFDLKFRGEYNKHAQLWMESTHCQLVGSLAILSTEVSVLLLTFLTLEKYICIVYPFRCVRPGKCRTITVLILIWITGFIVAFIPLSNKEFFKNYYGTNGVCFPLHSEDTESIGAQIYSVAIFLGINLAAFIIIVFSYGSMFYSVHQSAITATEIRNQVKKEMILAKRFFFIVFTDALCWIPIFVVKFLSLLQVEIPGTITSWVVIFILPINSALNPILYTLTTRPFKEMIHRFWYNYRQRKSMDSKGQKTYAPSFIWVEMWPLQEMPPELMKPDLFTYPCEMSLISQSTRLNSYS
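cAMP rise read by TR-FRET after 30 min, 37C compound exposure (up to 58 uM) in RXFP1-transfected HEK293 cells with Ro 20174 present. EC50 from Hill-equation fits, with 29 nM porcine relaxin as 100% and buffer as basal.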
Numbers without * were called inactive; ? = inconclusive; [ ] = remark or other dose. % is scaled to controls: 0 for no effect and ±100 for the full control effect; potency is read from the fitted curve at half-maximal effect. Some of the compounds tested (hit frequency here may not be typical).

RXFP1 ag	canonical_smiles
-0.3%	O=C(CN1C(=O)COc2ccc(S(=O)(=O)N3CCCC3)cc21)NC1CCCCCCC1
0.1%	CC(=O)Nc1cccc(NC(=O)CSc2nnnn2C)c1
-2.6%	COc1ccc(C(=O)Nc2nnc(CC(=O)N/N=C/c3ccc(O)cc3O)s2)cc1
5.4%	Cc1cc(C)n2cc(CSc3nnc(SCc4cn5c(C)cc(C)nc5n4)s3)nc2n1
-0.8%	Cc1cccc(NC(=O)c2ccccc2OCC(=O)N2CCCC2)c1C
0.0%	C/C=C/C=C/C(=O)Nc1cccc(C2=NOC3(C2)C[C@H](C(N)=O)N(C(=O)CC(c2ccccc2)c2ccccc2)C3)c1 (some centres not stated)
-0.4%	COc1ccc(CCC(=O)Nc2nc(-c3ccncc3)cs2)cc1
0.7%	CCOC(=O)N1CCN(C(=O)CSc2nnc(-c3ccc(Cl)s3)o2)CC1
3.5%	O=c1[nH]c(=O)n(Cc2ccc(Oc3ccccc3)cc2)cc1Br
2.9%	Cn1c(C(=O)N2CCCc3ccccc32)cc2c(=O)n3ccccc3nc21
-2.1%	C/C=C(\C)C(=O)N1CC2(CC(c3cccc(NC(=O)CC(c4ccccc4)c4ccccc4)c3)=NO2)C[C@H]1C(N)=O (some centres not stated)
1.5%	Cc1ccc(OCC(=O)n2cnnc2N)c(C)c1
25%	CCOc1ccc(-c2nn3c(-c4ccc(OC)cc4)nnc3s2)cc1
0.5%	O=C(C1CCN(S(=O)(=O)c2cccc3cccnc23)CC1)N1CCN(C2CCCC2)CC1
?	O=C(CSc1nc(-c2ccccc2F)nc2nc[nH]c12)Nc1c(Cl)cc(Cl)cc1Cl
15%	Cc1cc(C(=O)OCC(=O)c2ccc(Br)s2)c(C)o1
-0.2%	O=C(NC1CCCCC1)C(c1ccc(Cl)cc1)N(C(=O)c1ccccn1)c1cccnc1 (configuration not stated)
-0.8%	CCCNC(=O)OC[C@H]1O[C@H](CCO/N=C/[C@@H](OC)[C@H](C)/C=C/CC(=O)OC)C=C[C@@H]1Oc1ccc(OC)cc1
4.1%	CN1CCc2c(sc3ncn4nc(-c5ccccc5O)nc4c23)C1
-1.6%	Cc1ccc(NC(=O)c2ccc(Cn3cc(Cl)cn3)o2)c(C)c1
6.9%	O=C(Nc1ccc(F)c(Cl)c1)Nn1cnnc1
1.0%	COC(=O)c1ccccc1OCCCOc1ccc(C)cc1OC
0.5%	CCCc1nc2sc3ccccc3c(=O)c2c(=O)n1CCOC
-1.5%	CCc1cc2c(=O)c(-c3ccc(F)cc3)c(C(F)(F)F)oc2cc1OCC(=O)O
-1.2%	C(=C1/CCCC2=C1Nc1ncnn1C2c1ccccc1)/c1ccccc1 (configuration not stated)
5.2%	Cc1cccc(C(=O)O/N=C/c2c(N3CCOCC3)n(C)c3ccccc23)c1
0.4%	Cc1ccc(S(=O)(=O)Nc2cccc(C(=O)Nc3cc(C)ccn3)c2)cc1
-0.1%	COc1ccc(O[C@H]2C=C[C@@H](c3ccccc3)O[C@@H]2COC(=O)CC/C(C)=N/O[C@@H](C)c2cn([C@H](CO)Cc3ccccc3)nn2)cc1
1.9%	Cn1c(=O)c2c3c(sc2n2c(SCC(=O)c4ccccc4)nnc12)COC(C)(C)C3
4.3%	COc1ccc(/C(O)=C2/C(=O)C(=O)N(CCCN(C)C)C2c2ccccc2)cc1Cl (configuration not stated)
-0.2%	CCOC(=O)c1cc(-c2ccc(C)c([N+](=O)[O-])c2)nc2c1c(=O)n(C)c(=O)n2C
-2.3%	OC[C@H]1O[C@@H](Oc2cc(O)cc(/C=C/c3ccc(O)cc3)c2)[C@H](O)[C@@H](O)[C@@H]1O
2.5%	COc1ccc(OC)c(NC(=O)CSc2nc3ccccc3c3nc4ccccc4n23)c1
1.0%	CCOC(=O)c1ccc2c(c1)C1C=CCC1C(C(=O)O)N2 (configuration not stated)
4.2%	[O-][n+]1c2c(nc3c1-c1ccccc1C3O)CCCC2 (configuration not stated)
0.2%	NS(=O)(=O)c1ccc(CNC(=O)/C=C/c2c(Cl)cccc2Cl)cc1
0.8%	Clc1ccccc1CSc1nncn1-c1cccnc1
-0.2%	Cc1ccccc1NC(=O)c1snc2c(=O)[nH]cnc12
?	O=C1C([N+](=O)[O-])=C(O)c2cccc3cccc1c23
-0.8%	Cc1cccc(OCCOc2ccc(/C=N/NC(=O)Cc3nnc(N)s3)cc2)c1

Reprinted at random: 3 entries already listed
RXFP1 ag	canonical_smiles
-0.8%	Cc1cccc(OCCOc2ccc(/C=N/NC(=O)Cc3nnc(N)s3)cc2)c1
4.2%	[O-][n+]1c2c(nc3c1-c1ccccc1C3O)CCCC2 (configuration not stated)
0.2%	NS(=O)(=O)c1ccc(CNC(=O)/C=C/c2c(Cl)cccc2Cl)cc1

Carrying on.
RXFP1 ag	canonical_smiles
2.9%	Cc1ccc(-n2c(SCC3CNC(=O)O3)nnc2-c2ccccc2)cc1C (configuration not stated)
0.1%	CCN1CCN(c2ccc(NC(=O)c3cnccn3)cc2)CC1
0.5%	COC(=O)c1cc(-c2ccccc2)c2c(=O)n(C)c(=O)n(C)c2n1
0.8%	Cc1n[nH]c(C)c1S(=O)(=O)N1CCCC(C(=O)Nc2ccc3c(c2)OCCO3)C1 (configuration not stated)
2.4%	CN(C)[C@@H]1C(=O)C(C(=O)NCN2CCCC2)=C(O)[C@@]2(O)C(=O)C3=C(O)c4c(O)cccc4[C@@](C)(O)C3CC12 (some centres not stated)
2.5%	O=C1c2ccccc2C(=O)N1C/C=C/CN1C(=O)c2ccccc2C1=O
4.8%	COC(=O)C1=C(N)n2c(s/c(=C\c3cccnc3)c2=O)=C(C(=O)OC)C1c1cccnc1 (configuration not stated)
4.6%	CCC(O)CNc1nc(-n2nc(C)cc2C)nc2sc3c(c12)CCCC3 (configuration not stated)
1.2%	Cc1ccc(C2/C(=C(\O)c3ccc4c(c3)OCCO4)C(=O)C(=O)N2CCCN(C)C)o1 (configuration not stated)
-0.8%	CCOc1cc(NC(=O)c2ccco2)c(OCC)cc1NC(=O)CCc1ccc(OC)cc1
0.1%	O=C(NCc1ccncc1)C(=O)NCC(c1ccccc1)c1ccccc1
4.8%	COC(=O)c1[nH]c(C)c(/C(O)=C2\C(=O)C(=O)N(CCN(C)C)C2c2ccc(OC)cc2)c1C (configuration not stated)
0.5%	O=C(CSc1cccc[n+]1[O-])Nc1ccc(N2CCOCC2)cc1
3.8%[11.5 µM]	COc1ccc([C@]23Cc4ccccc4C(O2)c2c(cc(C)n(Cc4ccccc4)c2=O)O3)cc1
0.0%	CC(=O)Nc1ccc(SC[C@H](c2ccccc2)N2CCN(CCc3ccccc3)CCC2=O)cc1
1.7%	Cc1ccc(CNC(=O)c2cn(C3CCCC3)c(=O)c3c2c2ccccc2n3C)o1
-0.6%	CC(C)(C)c1ccc(OC(=O)c2ccc(-n3cncn3)nc2)cc1
2.1%	Cc1nn(C2CCCO2)c(=O)nc1N (configuration not stated)
0.5%	CC(=O)c1ccc(NC(=S)N2C(C)CCCC2C)cc1 (configuration not stated)
1.2%	C#CCOCCOCCOCCNc1nc(N2CCN(C(=O)[C@H](C)n3cc(CCCN=C(N)N)nn3)CC2)nc(N2CCN(C(=O)[C@H](CCCCN)n3cc(CCCC)nn3)CC2)n1
9.4%	Cc1c(Nc2c3c(c(C#N)c4nc5ccccc5n24)CCC3)c(=O)n(-c2ccccc2)n1C
2.5%	COC(=O)c1[nH]c2cc(OC)c(OC)cc2c1NC(=O)CN1CCN(Cc2ccccc2)CC1
2.4%	CCOC(=O)c1sc(NC(=O)CSc2nc3c(c(=O)n2-c2ccccc2)SCC3)c(C(=O)OCC)c1C
0.0%	O=C(O)c1cccc(N2C(=O)CCC2=O)c1
1.0%	COc1cc(/C=N/Nc2nc(N3CCCCC3)nc(N3CCCCC3)n2)ccc1OC(=O)c1ccco1
-1.6%	O=C(CSc1ccccn1)Nc1ccc2ccccc2c1
0.8%	O=C(COC(=O)c1ccccc1NC(=O)C1CC1)c1ccc2c(c1)OCCO2
1.7%	Cc1ccc(N2CCCn3c2nc2c3c(=O)n(CC(=O)OCc3ccccc3)c(=O)n2C)cc1C
-2.2%	C(=C\c1ccccn1)/c1cccnc1
1.2%	Cc1ccccc1CSc1nc2c(c(=O)[nH]1)CCCC2
-0.2%	Cc1cc(C)n2nc(CCc3nc4nc(C)cc(C)n4n3)nc2n1
-2.4%	CN(C)CCN(C(=O)c1ccc(N2C(=O)CCC2=O)cc1)c1nc2cc3c(cc2s1)OCCO3

Sorted by count of non-hydrogen atoms (low to high): seven of the compounds above.
RXFP1 ag	canonical_smiles
-2.2%	C(=C\c1ccccn1)/c1cccnc1
0.0%	O=C(O)c1cccc(N2C(=O)CCC2=O)c1
1.2%	Cc1ccccc1CSc1nc2c(c(=O)[nH]1)CCCC2
-1.6%	O=C(CSc1ccccn1)Nc1ccc2ccccc2c1
0.8%	O=C(COC(=O)c1ccccc1NC(=O)C1CC1)c1ccc2c(c1)OCCO2
-2.4%	CN(C)CCN(C(=O)c1ccc(N2C(=O)CCC2=O)cc1)c1nc2cc3c(cc2s1)OCCO3
1.7%	Cc1ccc(N2CCCn3c2nc2c3c(=O)n(CC(=O)OCc3ccccc3)c(=O)n2C)cc1C

Continuation.
RXFP1 ag	canonical_smiles
-1.3%	O=C(NNC(=O)C1C2CCC(C2)C1C(=O)O)c1ccc(Br)o1 (configuration not stated)
2.1%	O=C1CCCCC1C(O)c1ccc(Cl)cc1 (configuration not stated)
1.9%	Cc1nnc(N/N=C/c2c(O)n(-c3cccc(C(F)(F)F)c3)c(=O)c3ccccc23)[nH]c1=O
-0.5%	O=C(O)c1ccc2c(c1)C(=O)N([C@H](Cc1ccc(F)cc1)C(=O)O)C2=O
1.1%	Cc1ccc(C2=NCN(c3ccc(C(=O)O)cc3)C(=S)N2)cc1
-0.6%[11.5 µM]	CCCC[C@]12Cc3c(ccc4ccccc34)C(O1)C1=C(O2)C(=O)c2ccccc2C1=O
0.0%	C[C@@H]1O[C@@H](OC2C(O)C(OCCc3ccc(O)c(O)c3)OC(CO)C2OC(=O)/C=C/c2ccc(O)c(O)c2)[C@H](O)[C@H](O)[C@H]1O (some centres not stated)
10.0%	CCOCCn1c(=NC(=O)c2cc(Cl)sc2Cl)sc2cc(S(N)(=O)=O)ccc21
-2.8%	C#CCOCCOCCOCCNc1nc(N2CCN(C(=O)[C@H](Cc3ccc(O)cc3)n3cc([C@@H](N)CC(C)C)nn3)CC2)nc(N2CCN(C(=O)[C@H](Cc3ccc(O)cc3)n3cc([C@@H](N)CC(C)C)nn3)CC2)n1
5.5%	O=C(NC(=O)c1ccc(Cl)cc1)Nc1ccc(-c2cnco2)cc1
4.3%	CC(C)CCN(C(=O)COc1ccc(C#N)cc1)c1c(N)n(Cc2ccccc2)c(=O)[nH]c1=O
?	O=C(Nc1cccc(F)c1)c1c(O)c2cccc3c2n(c1=O)CCC3
-1.2%	Cc1[nH]c(=S)sc1Cc1ccc(Cl)c(Cl)c1
7.8%	CCN1CCN(Cc2c(C(=O)N/N=C(\C)c3ccc(Cl)c(Cl)c3)nnn2-c2nonc2N)CC1
-1.4%	Cc1ccc(-c2csc(=S)n2CC(=O)OCC(=O)NCc2ccc(F)cc2)cc1
0.4%	CCCCCCN(C(=O)CCCCCN1C(=O)NC(c2ccc(Cl)cc2)C(C(=O)OCc2ccccc2)=C1C)C(C(=O)NCCCC)c1ccc(OCC(=O)OC)c(C(=O)OC)c1 (configuration not stated)
-0.2%	COC(=O)C1=C(C)N(Cc2ccccc2)C(=NCC2CC2)N[C@H]1c1ccc(Br)cc1
4.4%	CC1CCN(CCC(=O)Nc2ccc3c(c2)OCCO3)CC1
0.9%	CN1/C(=C\C=Nc2ccc3ccccc3c2)C(C)(C)c2ccccc21
0.0%	CCOC(=O)C(C)(C)N(Cc1ccc(Cl)cc1)S(=O)(=O)c1ccc(Cl)c([N+](=O)[O-])c1
-1.3%	CC1CCCN(S(=O)(=O)c2ccc(C(=O)Nc3nnc(C4=COCCO4)o3)cc2)C1 (configuration not stated)
2.4%	O=C(NC(=S)Nc1ccccc1N1CCCC1)c1ccccc1Br
1.0%	Cc1ccc(C2(c3noc(CN(C)CCCN4CCOCC4)n3)CCCC2)cc1
-0.6%	COc1cccc(C(N)CC(=O)O)c1 (configuration not stated)
2.4%	CCC(CCC(=O)Nc1nncs1)C(=O)O (configuration not stated)
1.5%	Cc1ccnc(NC(=O)CCC(=O)N(CC(=O)NC2CCCCC2)Cc2ccc3c(c2)OCO3)c1
0.4%	COc1ccc(N2CCn3c2nc2c3c(=O)n(CCc3ccccc3)c(=O)n2C)c(OC)c1
0.0%	CCN(CC)S(=O)(=O)c1ccc(OC)c(NC(=S)Nc2cccc(C)c2)c1
-1.5%	COc1ccccc1NC(=O)C1C2C=CC(O2)C1C(=O)O (configuration not stated)
4.4%	COc1ccc(CCNC(=O)CSc2ccc(-c3ccccc3)nn2)cc1
-0.7%	O=C(/C=C/c1ccccc1)NC1CC2CCCC(C1)N2Cc1ccccc1 (configuration not stated)
5.2%	O=c1c2ccccc2nc2c3ccccc3c(Cl)nn12
?	Cc1cccc(-n2ncc3c(N4CCc5ccccc54)ncnc32)c1
?	Cc1sc2ncnc(Sc3nc4ccccc4s3)c2c1C
1.0%	CCN1CCN(Cc2nc3c(c(=O)n(C)c(=O)n3C)n2CCCc2ccccc2)CC1

Screening results deposited in PubChem BioAssay by National Center for Advancing Translational Sciences (NCATS).
